D3 ag: qHTS of D3 Dopamine Receptor Agonist: qHTS; D3R DiscoveRx beta-arrestin cells, luminescence, 90 min; max activation, %; 410,000 compounds, 0.58% hits; AID 652048, 2013; in the data active = max activation above about 30%; note: 0% is about no effect; mostly tested at two doses, the higher about 12 µM
Target sequence (P35462 whole entry, looked up): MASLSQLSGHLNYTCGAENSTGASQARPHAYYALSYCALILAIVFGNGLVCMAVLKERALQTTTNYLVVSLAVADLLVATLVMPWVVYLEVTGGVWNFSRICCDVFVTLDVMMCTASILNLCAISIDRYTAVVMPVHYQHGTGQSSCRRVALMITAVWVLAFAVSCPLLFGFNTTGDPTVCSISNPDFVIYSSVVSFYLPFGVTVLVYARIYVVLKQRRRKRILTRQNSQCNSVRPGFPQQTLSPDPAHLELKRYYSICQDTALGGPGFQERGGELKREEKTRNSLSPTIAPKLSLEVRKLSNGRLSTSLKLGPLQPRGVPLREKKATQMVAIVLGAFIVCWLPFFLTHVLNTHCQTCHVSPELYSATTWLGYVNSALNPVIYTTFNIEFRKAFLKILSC
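Agonist mode: compounds and dopamine controls were applied to plated cells for 90 min at 37 degrees C after an overnight attachment at 1500 cells/well. Luminescent read-out followed 30 - 60 minutes at room temperature with DiscoveRx detection reagent.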
HT1080NT lethal: qHTS for induction of synthetic lethality in tumor cells producing 2HG: qHTS for the HT-1080-NT fibrosarcoma cell line | HT-1080-NT fibrosarcoma viability, CellTiter-Glo ATP luminescence, 48 h | Potency, µM (highest dose often 46.1 µM), without a hit: at the top dose activity, negative = less viability, hits mostly cytotoxic | 360,000 compounds, 1.6% hits | AID 686970, 2013;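 note: NT is the 2HG producing partner of a matched IDH1 knockdown line; potency is the fitted concentration of half-maximal effect; 0% = DMSO-treated cells and -100% = media-only wells without cells; nearly all actives have a fitted effect of over 55% in size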
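Viability by CellTiter-Glo luminescence after 48 h compound exposure at 37C of HT-1080-NT cells (750/well, RPMI, 5% FBS). % activity scaled between DMSO wells and medium-only wells, then curve-fitted and categorized by curve class.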
KB-3-1 tox: qHTS assay for MDR1-selective chemotherapeutics: Primary screen using the parental adenocarcinoma cell KB-3-1. KB-3-1 viability, CellTiter-Glo ATP luminescence, 72 h. Potency, µM (titrated, usually from 46.1 µM), for the others: at the top dose activity change, negative = cytotoxic, hits mostly cytotoxic. 400,000 compounds, 1.4% hits; note: potency is the fitted concentration of half-maximal effect; % is set by controls: 0 for no effect and ±100 for the full control effect; nearly all actives have a fitted effect of over 60% in size
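KB-3-1 parental drug-naive adenocarcinoma cells in DMEM/10% FBS, incubated 72 h at 37 C with pin-transferred compounds across a concentration series. Viability by CellTiter-Glo luminescence; concentration-response curves fitted after normalization.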
KB-V1 MDR tox: qHTS assay for MDR1-selective chemotherapeutics: Primary screen using the drug-selected MDR subline cells KB-V1; KB-V1 MDR cells viability, CellTiter-Glo, 72 h; Potency, µM (titrated, usually from 46.1 µM), inactives show at the highest dose activity change, negative = cytotoxicity, hits mostly cytotoxic; 400,000 compounds, 3.4% hits; AID 1347076, 2019; note: potency is the fitted concentration of half-maximal effect; % is set by controls: 0 for no effect and ±100 for the full control effect; nearly all actives have a fitted effect of over 60% in size
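Cytotoxicity via CellTiter-Glo luminescence after 72 h compound exposure at 37 degrees C. Cells: drug-selected KB-V1 line, DMEM phenol-red free plus 10% FBS. Compounds tested at multiple concentrations; normalized data fitted to concentration-effect curves.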
GLP-1R agonist: qHTS of GLP-1 Receptor Agonists. HEK293 GLP-1R CRE-luciferase, luminescence, 4-6 h; cells express a hypersensitive GLP-1R form. AID 624172, 2012. Potency, µM (series often up to 45.6 µM), for inactives: at the top dose activation, actives largely listed as activators. 380,000 compounds, 0.007% hits; note: potency is the fitted concentration of half-maximal effect; % of control where 0% means no effect
Target sequence (P43220 whole entry, looked up): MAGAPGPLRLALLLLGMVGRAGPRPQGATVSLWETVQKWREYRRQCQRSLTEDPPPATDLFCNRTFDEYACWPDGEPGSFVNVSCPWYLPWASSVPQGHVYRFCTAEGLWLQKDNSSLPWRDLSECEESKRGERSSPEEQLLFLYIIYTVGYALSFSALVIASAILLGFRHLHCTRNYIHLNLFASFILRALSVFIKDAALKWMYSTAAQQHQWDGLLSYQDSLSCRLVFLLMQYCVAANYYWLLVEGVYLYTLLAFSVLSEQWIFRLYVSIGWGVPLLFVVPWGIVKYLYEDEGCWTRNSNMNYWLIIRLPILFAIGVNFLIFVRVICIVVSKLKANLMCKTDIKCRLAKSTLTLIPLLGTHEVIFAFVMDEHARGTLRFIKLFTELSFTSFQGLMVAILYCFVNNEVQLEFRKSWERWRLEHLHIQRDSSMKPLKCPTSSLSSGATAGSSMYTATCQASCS
DRD3 antagonist: qHTS of D3 Dopamine Receptor Antagonist: qHTS. D(3) dopamine receptor (Homo sapiens), P35462. D3R cells, DiscoveRx beta-arrestin luminescence, antagonist mode; stronger effect = lower value. max response, negative = inhibition, %. 360,000 compounds, 2.5% hits. AID 652054, 2013; in the data active = max response below about -50%; inconclusive = no clear call, values can overlap the other calls; note: % is set by controls: 0 for no effect and ±100 for the full control effect; mostly tested at two doses, the higher about 12 µM
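Cells plated overnight at 1500 cells/well, then exposed to library compounds with dopamine controls for 90 minutes at 37 degrees C. DiscoveRx reagent added for 30–60 minutes at room temperature; luminescence read, quantitative HTS format.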
SW480 rereplic: A quantitative high throughput screen for small molecules that induce DNA re-replication in SW480 colon adenocarcinoma cells; SW480 DNA re-replication, Hoechst DNA content imaging, 48 h; Potency, µM (titrated, usually from 46.1 µM), for the others: at the highest dose re-replication activation, hits mostly activators; 340,000 compounds, 1.8% hits; AID 624297, 2012; note: potency is the fitted concentration of half-maximal effect; % of control where 0% means no effect; nearly all actives have a fitted effect of over 55% in size
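SW480 cells exposed to compounds for 48 hr at 37 C, 5% CO2, then Hoechst-stained 40 min. Nuclear DNA content imaged by fluorescence scanning (405 nm excitation, 500-530 nm emission); re-replication scored as increased high-intensity nuclei.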
HT1080 IDH1KD tx: qHTS for induction of synthetic lethality in tumor cells producing 2HG: qHTS for the HT-1080-IDH1KD cell line. HT-1080 IDH1 knockdown viability, ATP luminescence, 48 h. Potency, µM (series often up to 46.1 µM), inactives show top-dose activity, negative = toxicity, actives largely listed as cytotoxic. 360,000 compounds, 2% hits. AID 686971, 2013;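 note: potency is the fitted concentration of half-maximal effect; 0% = DMSO wells and -100% = cell-free medium wells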
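Luminescent ATP read-out (CellTiter-Glo, 10 min at room temperature) after 48 h compound exposure at 37 °C gave viability of IDH1-knockdown HT-1080 cells. Activity was normalised to DMSO and cell-free wells, then fitted as concentration-response curves.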
IL-1B inflam inh: qHTS for Inhibitors of Inflammasome Signaling: IL-1-beta AlphaLISA Primary Screen; THP-1 LPS/ATP IL-1B secretion, AlphaLISA, 16 h; stronger effect = lower value; activity change, % at 57.5 µM; 360,000 compounds, 4.7% hits; AID 743279, 2014; in the data active = activity change below about -50%; inconclusive = mostly about -30% to -49%; note: % is set by controls: 0 for no effect and ±100 for the full control effect
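Secreted IL-1B measured by AlphaLISA bead assay after 16 h compound exposure of THP-1 cells; compounds (final up to 57.5 uM) added 1 h before LPS (250 ng/mL) and ATP (1.25 mM) stimulation; lower signal means less secretion.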
Active calls of the source: *; ? = inconclusive; nt = no result given; & = joins results of further samples; [ ] = another dose, or the depositor's remark. Unless noted, calls come from the whole dose curve; as a rule, active = well fitted curve in the direction sought with a large enough effect; inconclusive = small, poorly fitted or top-dose-only effect, or another doubt; inactive = no such curve, though single readings can be large; an effect the other way counts as inactive or inconclusive.

The opening seven compounds, to show the layout:
SMILES	D3 ag	HT1080NT lethal	KB-3-1 tox	KB-V1 MDR tox	GLP-1R agonist	DRD3 antagonist	SW480 rereplic	HT1080 IDH1KD tx	IL-1B inflam inh
O=C(c1cc(Cl)cc(Cl)c1)N1CCN(c2cc(C(F)(F)F)nc3ccccc23)CC1	7.8	0.4%	?	-24.3%	-0.3%	-0.4	16.1%	5.2%	22.6
CCc1ccc2[nH]cc(S(=O)(=O)c3ccc(C)c(C)c3)c(=O)c2c1	3.3	-2.4%	7.0%	10.7%	6.0%	-10.3	-9.8%	-5.0%	0.9
C=C(C)c1cccc(C(C)(C)NC(=O)Nc2ncccn2)c1	9.0	3.5%	37.8%	-0.6%	19.0%	14.8	-2.2%	1.5%	-11.8
COc1ccc(CCNC(=O)c2cc(-c3cc(C)ccc3O)n[nH]2)cc1OC	-4.1	-1.4%	?	?	4.7%	-19.2	2.2%	0.3%	?
O=C(C=C1CCN(c2ncc(C(F)(F)F)cc2Cl)CC1)NNC(=O)Nc1ccc(Cl)cc1	2.0	3.1%	13.7%	21.5%	-4.0%	10.5	-26.8%	16.2%	19.2
O=[N+]([O-])c1ccc(NCCNS(=O)(=O)c2ccccc2)c(C(F)(F)F)c1	-1.9	?	-8.1%	-6.1%	4.7%	0.0	-3.3%	?	-1.2
CCN(C(=O)COC(=O)c1ccc2c(c1)OCO2)c1ccccc1	-2.1	11.6%	-22.2%	-3.2%	10.9%	16.7	0.5%	16.3%	-19.6

All compounds of this part, from the start:
SMILES	D3 ag	HT1080NT lethal	KB-3-1 tox	KB-V1 MDR tox	GLP-1R agonist	DRD3 antagonist	SW480 rereplic	HT1080 IDH1KD tx	IL-1B inflam inh
O=C(c1cc(Cl)cc(Cl)c1)N1CCN(c2cc(C(F)(F)F)nc3ccccc23)CC1	7.8	0.4%	?	-24.3%	-0.3%	-0.4	16.1%	5.2%	22.6
CCc1ccc2[nH]cc(S(=O)(=O)c3ccc(C)c(C)c3)c(=O)c2c1	3.3	-2.4%	7.0%	10.7%	6.0%	-10.3	-9.8%	-5.0%	0.9
C=C(C)c1cccc(C(C)(C)NC(=O)Nc2ncccn2)c1	9.0	3.5%	37.8%	-0.6%	19.0%	14.8	-2.2%	1.5%	-11.8
COc1ccc(CCNC(=O)c2cc(-c3cc(C)ccc3O)n[nH]2)cc1OC	-4.1	-1.4%	?	?	4.7%	-19.2	2.2%	0.3%	?
O=C(C=C1CCN(c2ncc(C(F)(F)F)cc2Cl)CC1)NNC(=O)Nc1ccc(Cl)cc1	2.0	3.1%	13.7%	21.5%	-4.0%	10.5	-26.8%	16.2%	19.2
O=[N+]([O-])c1ccc(NCCNS(=O)(=O)c2ccccc2)c(C(F)(F)F)c1	-1.9	?	-8.1%	-6.1%	4.7%	0.0	-3.3%	?	-1.2
CCN(C(=O)COC(=O)c1ccc2c(c1)OCO2)c1ccccc1	-2.1	11.6%	-22.2%	-3.2%	10.9%	16.7	0.5%	16.3%	-19.6
COc1ccc(-n2c(N)c(C(=O)NCc3ccco3)c3nc4ccccc4nc32)c(OC)c1	-9.8	-2.3%	-6.5%	13.5%	3.4%	-4.5	2.06µM*	-18.3%	-17.5
O=C(Nc1ccccc1)Nc1ccc(C(=O)N2CCCC2)cc1	-8.8	?	?	?	-4.9%	-0.8	?	11.6µM*	?
CSc1ccc(CN(C)Cc2cc(=O)oc3c(C)c(C)ccc23)cc1	3.5	-1.6%	-4.9%	27.3%	10.3%	12.2	-5.2%	-6.0%	24.2
Cc1ccc(C(=O)N/N=C/c2ccc(-c3cccc(Cl)c3)o2)cn1	5.1	25.9µM*	?	?	-3.7%	19.2	?	?	-22.9
CCCN1C(=O)SC(CC(=O)Nc2ccccc2)C1=O (stereo not drawn)	1.1	26.2%	12.1%	10.7%	-5.9%	10.0	7.2%	11.1%	-4.4
Cc1ccc2ncc(S(=O)(=O)c3ccccc3)c(N3CCCCC3C)c2c1 (stereo not drawn)	2.2&-17.9	-20.2%	?	4.7%&-22.0%	26.2%	7.2	-4.5%	-18.2%	-0.3
COc1ccc(-c2c(C)oc3c(CN4CCOCC4)c(O)ccc3c2=O)cc1	-9.4	13.5%	-30.6%	0.3%	-1.3%	2.1	-3.2%	-2.9%	-7.3
CSc1cccc(NC(=O)c2cccc3cccnc23)c1	2.4	-21.8%	-10.6%	?	35.7%	2.9	10.1%	-15.4%	-2.4
COc1ccc(Oc2ccccc2/C=N/O)cc1	1.8	-10.4%	-19.5%	-20.0%	1.6%	-1.2	?	-5.0%	-12.6
COc1cc(C2C(C#N)=C(C)NC3=C2C(=O)CC(C)(C)C3)cc(OC)c1O (stereo not drawn)	-10.9	0.2%	-1.9%	-5.9%	5.4%	0.1	-2.1%	-0.4%	-0.6
CN(CC(=O)NC1CCCc2ccccc21)C1CCCCC1 (stereo not drawn)	-11.9	-20.4%	10.6%	?	10.4%	-51.1*	-3.7%	-21.6%	6.4
Cc1nnc(-c2ccc(Cl)cc2)nc1NCCN(C)C	-1.5	-0.9%	17.6%	-13.2%	1.3%	-5.6	2.6%	-4.5%	-10.8
COc1ccccc1C(=O)NNC1=C(C(=O)C(F)(F)F)CCC1	-34.1	3.55µM*	-16.8%	-29.1%	8.9%	-57.0*	2.59µM*	2.24µM*	82.8
COc1ccc(CNC(=O)COc2cc3c(c4oc(=O)cc(C)c24)CCC(C)(C)O3)cc1	35.8*	8.6%	0.0%	-24.4%	4.3%	23.6	-1.3%	7.4%	?
Cc1ccccc1S(=O)(=O)N1[C@@H](c2ccc(F)cc2)C(C(=O)O)=CC[C@H]1c1ccc(Cl)cc1	-6.0	-14.4%	-3.7%	0.2%	-2.8%	-27.9	-2.7%	-8.6%	15.6
Oc1nc(Nc2ccc(F)cc2)sc1/C=C1\C=Nc2ccccc21	-1.7	-23.1%	2.5%	4.5%	28.4%	-10.5	?	?	-78.1*
CCOC(=O)c1cnc2c(-c3ccc(Cl)cc3)cnn2c1C	2.3	13.4%	-14.8%	0.7%	2.1%	0.3	16.7%	10.6%	5.5
Cc1cc(NCc2ccccn2)n2c(nc3ccccc32)c1C#N	-4.1	-0.8%	0.0%	7.2%	4.2%	14.6	8.8%	-1.4%	1.8

More results:
SMILES	D3 ag	HT1080NT lethal	KB-3-1 tox	KB-V1 MDR tox	GLP-1R agonist	DRD3 antagonist	SW480 rereplic	HT1080 IDH1KD tx	IL-1B inflam inh
Cc1ccc(C)c(-n2ccnc2SCC(=O)O)c1	1.2	6.8%	-4.1%	12.8%	1.1%	10.7	-15.3%	9.7%	-15.9
COc1ccc(N2CC(C(=O)Nc3cc(C)on3)CC2=O)cc1 (stereo not drawn)	5.9	-11.0%	2.1%	-3.6%	-4.0%	-16.8	4.9%	-3.0%[9.24 µM]	14.8
O=C(CN1C(=O)C2(SCC(=O)N2c2cccc(Cl)c2)c2ccccc21)NCCc1ccccc1 (stereo not drawn)	-4.4	nt	14.6µM*	0.0%	-5.2%	nt	nt	nt	nt
COc1ccccc1OCC(=O)Nn1c(=S)[nH]c2ncccc2c1=O	5.6	0.9%	-0.4%	-8.1%	-11.0%	2.3	-1.0%	-2.3%	4.5
CCc1cc(=O)oc2c(C)c(O)c(CN(C)C)cc12	3.4	1.1%	21.0%	3.5%	-9.8%	0.6	2.9%	-0.3%	11.7
CC(=O)Nc1nc(N(C)C)nc(N(C)C)n1	-0.7	13.7%	-6.0%	?	9.1%	-3.0	-61.4%[inhibitor]	11.7%	-9.6
COc1ccc(S(=O)(=O)N2CCN(C)CC2c2ccccc2)cc1 (stereo not drawn)	-1.2	-0.7%	-1.7%	0.0%	-3.7%	-23.0	-13.3%	0.9%	5.0
COc1ccc(/C=N/NC(=O)c2ccoc2C)cc1CN1CCN(c2ccc(F)cc2)CC1	-6.7	-2.8%	-6.4%	2.9%	-5.1%	0.0	-2.9%	0.0%	-13.6
O=C(O)Cc1c(O)ccc2ccccc12	0.2	-3.9%	-1.0%	-3.6%	-7.2%	?	-1.2%	0.6%	19.4
O=C(Nc1nc(-c2ccccc2)cs1)c1ccccc1F	-6.0	-18.7%	-1.8%	-16.7%	2.5%	26.2	2.9%	-14.7%	16.1
NC(=O)COC(=O)c1ccc(-c2ccccc2)cc1	-18.4	-7.6%	-16.7%	-25.2%	1.6%	-8.6	-11.4%	-2.7%	8.1
O=C(c1ccc(NC2=NC3CS(=O)(=O)CC3S2)cc1)N1CCN(c2ccc(F)cc2)CC1 (stereo not drawn)	5.3	-6.8%	-2.9%	-0.9%	-3.7%	-6.7	-2.0%	-0.3%	-26.7

Screens as filed in PubChem.
